TDP1 inh: inhibitors of human tyrosyl-DNA phosphodiesterase TDP1 | 350,000 tested, 0.28% active | Potency, µM (series often up to 130 µM), inactives show at the highest dose activity change, negative = inhibition, hits mostly inhibitors | AID 485290 | recombinant TDP1, AlphaScreen DNA substrate cleavage; note: nearly all actives have a fitted effect of over 40% in size
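Enzyme-compound mixtures sat 15 min at room temperature, followed by a 5 min reaction with 15 nM final substrate and 10 min with AlphaScreen beads. Recombinant human Tdp1 was used at 1 nM final.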
TDP1 cell noCPT: qHTS for Inhibitors of human tyrosyl-DNA phosphodiesterase 1 (TDP1): qHTS in cells in absence of CPT. DT40 Tdp1-/- hTDP1 cells, no CPT, ATP luminescence, 48 h. Potency, µM (titrated, usually from 46.2 µM), inactives show at the top dose activity change, negative = growth inhibition, most hits filed as inhibitors. 420,000 tested, 15% active; note: nearly all actives have a fitted effect of over 55% in size
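Camptothecin absent (DMSO only). Human TDP1-complemented DT40 knockout cells, 400 cells/well, 37 °C for minimum 48 hr; ATP measured via CellTiter-Glo, 30 min dark incubation, luminescence.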
GCN5L2 inh: inhibitors of human GCN5L2 histone acetyltransferase; Q92830; GCN5L2 HAT assay, ThioGlo1 CoA-SH fluorescence; Potency, µM (series often up to 58.9 µM), without a hit: at the highest dose activity change, negative = inhibition, usual class: inhibitors; 390,000 tested, 0.21% active; AID 504327
Target sequence (Q92830 whole entry, looked up): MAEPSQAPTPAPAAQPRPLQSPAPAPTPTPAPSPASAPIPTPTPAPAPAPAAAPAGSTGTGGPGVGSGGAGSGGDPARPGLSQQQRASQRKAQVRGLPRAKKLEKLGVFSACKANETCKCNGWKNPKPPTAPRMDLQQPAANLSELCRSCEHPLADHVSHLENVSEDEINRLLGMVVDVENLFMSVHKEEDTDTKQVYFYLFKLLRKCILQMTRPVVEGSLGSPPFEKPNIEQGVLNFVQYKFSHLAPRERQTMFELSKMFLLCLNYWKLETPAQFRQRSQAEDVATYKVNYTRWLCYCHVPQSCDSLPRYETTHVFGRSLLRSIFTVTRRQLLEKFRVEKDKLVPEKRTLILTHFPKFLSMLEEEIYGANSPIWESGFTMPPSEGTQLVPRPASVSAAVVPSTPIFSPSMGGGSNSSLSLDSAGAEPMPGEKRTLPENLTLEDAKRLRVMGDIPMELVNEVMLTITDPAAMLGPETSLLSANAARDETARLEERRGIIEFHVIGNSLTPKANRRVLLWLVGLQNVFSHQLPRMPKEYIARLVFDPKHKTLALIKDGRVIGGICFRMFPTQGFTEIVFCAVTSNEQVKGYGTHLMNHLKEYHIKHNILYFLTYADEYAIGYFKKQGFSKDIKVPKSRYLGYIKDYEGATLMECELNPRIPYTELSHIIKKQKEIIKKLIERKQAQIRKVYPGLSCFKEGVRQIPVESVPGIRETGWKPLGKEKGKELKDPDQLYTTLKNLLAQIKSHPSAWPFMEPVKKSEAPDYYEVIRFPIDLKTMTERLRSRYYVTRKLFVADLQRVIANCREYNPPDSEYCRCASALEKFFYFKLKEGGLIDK
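Compounds, pin-transferred from DMSO stocks, meet 20nM GCN5L2 for 15 min before the reaction begins with H3(1-25) peptide (75uM) and acetyl-CoA (70uM). Thiol-reactive ThioGlo1 reports CoA release over 20 min at room temperature.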
Numbers without * were called inactive; ? = inconclusive; nt = not tested or not shown; & = joins results of further samples; [ ] = another dose, or the depositor's remark. Calls come from the whole dose curve; as a rule, active = well fitted curve in the direction sought with a large enough effect; inconclusive = small, poorly fitted or top-dose-only effect, or another doubt; inactive = no such curve, though single readings can be large; an effect the other way counts as inactive or inconclusive. % is set by controls: 0 for no effect and ±100 for the full control effect; potency is the fitted concentration of half-maximal effect. The list is partial; the hit share may differ from the screen's.

smiles	TDP1 inh	GCN5L2 inh	TDP1 cell noCPT
COc1ccc(NC(=O)CN2CCN(C3CCCCC3)C(=O)C2=O)cc1	1%	3%	-4%
COc1ccc(CNC(=O)c2ccc3nccnc3c2)cc1	2%	-3%	-12%
Cc1cc(NC(=O)c2ccc(S(=O)(=O)N(C)C)cc2)n(-c2ccccn2)n1	0%	-3%	-1%
CCOc1ccc(-c2cc(NC(=O)Nc3ccc(Cl)cc3)c(C(=O)OC)s2)cc1	0%	-9%	21µM*
COCCn1nnnc1C(c1cc2cccc(C)c2[nH]c1=O)N1CCN(c2ccccc2F)CC1 (stereo unspecified)	4%	0%	?
CCOc1cccc2sc(=NC(=O)CCS(=O)(=O)c3ccc(F)cc3)n(C)c12	nt	-4%	16µM*
CC(=O)c1cc2c(cc1NC(=O)CCc1ccccc1)OCO2	-4%	-11%	2%
COCC(=O)Nc1cc(Cl)ccc1C(F)(F)F	4%	0%	nt
Cc1cc(C)c(C(=O)N2CCCC(CNS(=O)(=O)c3cccs3)C2)o1 (stereo unspecified)	6%	?	0%
C=CCNC(=O)c1onc(CSc2ccc(F)cc2)c1C(=O)NCCOC	1%	-1%	-21%
COc1cc(NC(=O)C2CCCN2C(=O)C2CCC(C)CC2)cc(OC)c1OC (stereo unspecified)	5%	-1%	?
Cc1ccc(S(=O)(=O)NCCCCCC(=O)N(C)C)cc1	5%	0%	-1%
Cc1ccc(S(=O)(=O)N2CCCC(C(=O)N3CCN(C)CC3)C2)cc1 (stereo unspecified)	4%	0%	?
Cc1ccc(-n2c(=O)[nH]c3c(C(N)=O)nc(C(C)C)nc32)cc1	nt	-14%	?
Cc1ncsc1C(=O)N1N=C2/C(=C/c3ccc(N4CCOCC4)cc3)CCCC2C1c1ccc(N2CCOCC2)cc1 (stereo unspecified)	0%	-5%	?
O=C(NCC1CC1)Nc1ccccc1F	nt	3%	16%
CC(NC(=O)CSc1nnc(-c2cccnc2)n1N)c1ccccc1 (stereo unspecified)	5%	-5%	-1%
Cc1ccccc1C(=O)Oc1ccc(-c2csnn2)cc1	4%	0%	1%
COc1cc(C(=O)NNC(=O)c2ccccc2OCc2c(C)noc2C)cc(OC)c1OC	3%	-2%	?
c1ccc(-c2nnsc2-c2nc3ccccc3[nH]2)cc1	0%	-9%	?

Further records:
smiles	TDP1 inh	GCN5L2 inh	TDP1 cell noCPT
Cc1ccc(/C(N)=N/OC(=O)COc2ccccc2Cl)cc1	nt	-2%	-27%
CC1CC(CCC(=O)NC(=S)Nc2ccc(S(N)(=O)=O)cc2)C(=O)O1 (stereo unspecified)	1%	-1%	-2%
COc1ccc(C(=O)NC(=S)NNC(=O)c2cnccn2)cc1OC	8%	26%	?
CCOC(=O)C1CCN(c2ccc(C(=O)O)cc2[N+](=O)[O-])CC1	0%	34%[activator]	4%
COC(=O)/C=C1\SC(=NC(=O)c2cccc([N+](=O)[O-])c2)NC1=O	-14%	-3%	?
Cc1cccc(C)c1NC(=S)NNc1ncc(C(F)(F)F)cc1Cl	3%	2%	-13%
COc1ccc(CCNC(=O)c2ccc3c(c2)N(Cc2ccc(Cl)cc2)C(=O)c2ccccc2S3)cc1OC	8%	-3%	16µM*
O=C(O)/C=C/c1ccc(OCCCF)cc1	-2%	-5%	7%
O=C(c1cc2cc(C(F)(F)F)ccc2s1)N1CCOCC1	6%	-13%	3%
Cc1cccc(/C=N/n2c(C)nc3ccccc3c2=O)c1	nt	-3%	?
COC(=O)[C@H]1[C@H](C(=O)OC)[C@@H](C(=O)OC)N(c2ccc(OC)cc2)[C@@H]1C(=O)OC	1%	-7%	-24%
CC(C)CCC(CC(C)O)C(=O)NNC(=S)Nc1ccccc1 (stereo unspecified)	nt	3%	9%
O=C1NC(c2ccc3c(c2)OCO3)Nc2ccccc21 (stereo unspecified)	1%	-6%	16µM*
Cn1c(O)c(/C=N/NC(=O)c2cc3ccccc3cc2O)c2ccccc21	2%[0.0935 µM]	-15%	15µM*
Cc1cnc([N+](=O)[O-])n1CCOC(=O)NC(=O)c1ccccc1Cl	-1%	-12%	19%
COc1cc(/C=N/NS(=O)(=O)c2ccc(C)c([N+](=O)[O-])c2)cc([N+](=O)[O-])c1O	nt	-8%	-13%
COc1ccc(-c2cc(C(=O)NC(C)c3ccccn3)c3ccccc3n2)cc1OC (stereo unspecified)	-1%	-2%	21µM*
COc1ccc2[nH]c(C(=O)O)c(NS(=O)(=O)c3ccc(F)cc3)c2c1	7%	-3%	13%
Cc1ccc(C(=O)OC(C)CN2CCN(C)CC2)cc1 (stereo unspecified)	nt	-4%	-9%
O=C(Nc1ccccc1)OCc1cc(-c2ccccc2Cl)on1	3%	-18%	?

One compound at a time (already shown):
`CC(C)CCC(CC(C)O)C(=O)NNC(=S)Nc1ccccc1` (stereo unspecified) reads TDP1 inh = nt; GCN5L2 inh = 3%; TDP1 cell noCPT = 9%
`COc1cc(C(=O)NNC(=O)c2ccccc2OCc2c(C)noc2C)cc(OC)c1OC` reads TDP1 inh = 3%; GCN5L2 inh = -2%; TDP1 cell noCPT = ?

Later entries:
smiles	TDP1 inh	GCN5L2 inh	TDP1 cell noCPT
Cc1ccc(NC(=O)Cn2cc(S(=O)(=O)c3ccc(C)cc3)c(=O)c3cc4c(cc32)OCO4)cc1	-4%	-4%	0%
Cc1cccc(NC(=S)NC(C)C(c2ccccc2)N2CCN(C)CC2)c1C (stereo unspecified)	7%	-2%	26µM*
O=C(NCCCN1CCN(CCCNC(=O)c2ccccc2F)CC1)c1ccccc1F	4%	1%	-18%
COc1cc(C(=O)N/N=C/c2coc3ccccc3c2=O)cc(OC)c1OC	nt	?	-9%
COC(=O)c1cc(NC(=O)C2CCCN(S(=O)(=O)c3c(C)n[nH]c3C)C2)cc(C(=O)OC)c1 (stereo unspecified)	2%&1%	-6%&-6%	-10%
O=C(CCCn1c(=O)[nH]c2ccccc2c1=O)NCCSCc1ccccc1	0%	1%	-25%
Cc1ccc(-c2noc(-c3nnn(CC(=O)Nc4cccc(C(F)(F)F)c4)c3N)n2)cc1	3%	?	2.1µM*
Cc1cc(NC(=O)CCC(=O)N(CCC(C)C)C(C(=O)NC2CCCC2)c2ccccc2C)no1 (stereo unspecified)	0%	-2%	?
Cc1cccc(N(C)S(=O)(=O)c2ccc(-c3cnc(C4CC4)o3)cc2)c1	-2%	?	0.037µM*
CC(=O)c1c(C)nn(C(=O)N2CCOCC2)c1C	-2%	-1%	-16%
O=C(NNS(=O)(=O)c1ccccc1[N+](=O)[O-])c1ccc(O)cc1	-4%	-7%	3%
COc1ccc(NC(=O)CCCCC#Cc2ccccc2)cc1	9%	nt	15µM*
O=C(/C=C/c1ccccc1Cl)NNC(=O)c1cccs1	-3%	-11%	-17%
CCc1ccc2oc(C(=O)Nc3nonc3CC)c(C)c2c1	2%&5%	-8%&-2%	?
COc1ccc(CCNC(=S)Nc2ccc(OC)cc2)cc1	8%	2%	?
COc1ccc(CCNc2nc(SCc3cccc(F)c3)nc3ccccc23)cc1OC	-1%	0%	?
CCOC(=O)C1(Cc2cccc(Cl)c2)CCCN(C(=O)CCN2CCCC2=O)C1 (stereo unspecified)	3%	-9%	nt
NC(=S)NN=C1C2CC3CC(C2)CC1C3	4%	-6%	?
COC(=O)CCC(=O)OC1(C)C(=O)C=C2C=C(C3CC3)N(CCc3c[nH]c4ccccc34)C=C2C1=O (stereo unspecified)	16%[12.3 µM]	-1%	-10%
CCCc1cnc2c(c1SCC(=O)N1CCC(C)CC1)c(=O)n(C)c(=O)n2C	-5%	-8%	21µM*

Continuation:
smiles	TDP1 inh	GCN5L2 inh	TDP1 cell noCPT
COC(=O)c1scc2c(=O)cc(C(F)(F)F)[nH]c12	-5%	22µM*	nt
COc1ccc(N2CCN(C(=O)Cn3cnc4c(cnn4-c4ccc(C)cc4)c3=O)CC2)cc1	-5%	-1%	9%
Cc1ccc(S(=O)(=O)N2CCOCC2)cc1C(=O)NC1CCCC1	-5%	0%	14%
Cc1cc(=O)oc2cc(OCC(=O)OCC(=O)Nc3ccccc3F)ccc12	1%	0%	-18%
NC(=O)CSc1nccn1Cc1ccc2c(c1)OCO2	0%	-5%	7%
O=C(O)C1CCCN1S(=O)(=O)c1ccc(Cl)c(Cl)c1 (stereo unspecified)	3%	0%	-5%
O=c1c2c([N+](=O)[O-])cc([N+](=O)[O-])cc2sn1Cc1ccccc1	nt	1.3µM*	5.2µM*
FC(F)(F)COc1nc(OCC(F)(F)F)nc(N2CCN(c3ccccc3)CC2)n1	1%	-15%	?
Cc1[nH]c2ccccc2c1-c1nc(N)sc1C	nt	-3%	29%
Cc1nc2ncnn2c(N2CCCC(C(=O)Nc3ccc4c(c3)CCC4)C2)c1C (stereo unspecified)	9%	-10%	23µM*
O=C(Nc1cc2c3c(c1)CC(=O)N3CCC2)c1ccccc1Br	0%	0%	-3%
COc1ccc(-c2nn(-c3ccccc3)cc2/C=N/NC(=O)c2ccc3c(c2)OCO3)cc1	0%	-12%	nt
O=C(OCC(=O)N1CCCC1=O)c1ccc(F)c(S(=O)(=O)N2CCOCC2)c1	1%[56.1 µM]	17%	-10%
COc1ccc(Nc2oc(-c3ccc(F)cc3)nc2C#N)cc1	9%	0%	?
O=C(NC1CCCCCC1)c1ccc(OCC2CCCO2)cc1 (stereo unspecified)	0%	3%	?
CCn1c(SCC(=O)C(C)(C)C)nnc1-c1cnccn1	0%	-6%	-9%
CCc1ccc(N2CCn3c2nc2c3c(=O)n(CCCc3ccccc3)c(=O)n2C)cc1	-5%	-4%	-13%
CCn1c(CC(=O)Nc2ccc(OC)cc2)nnc1SCC(=O)N1CCOCC1	1%	-24%	0%
OCc1ccc(-c2ccc(-c3ccc(CO)s3)o2)s1	11%	?	nt
CCc1ccccc1-n1c(SCC(=O)Nc2ccc(C)cc2)nc2n[nH]c(C)c2c1=N	2%	-1%	5.2µM*

Next compounds
smiles	TDP1 inh	GCN5L2 inh	TDP1 cell noCPT
Cc1cc(C)c(S(=O)(=O)NCC(CCC(=O)O)C(F)(F)F)c(C)c1 (stereo unspecified)	0%	-3%	3%
CCn1c(SCC(=O)Nc2nc(-c3ccccc3)cs2)nnc1-c1ccccc1O	9%	-9%	-20%
Cc1cc(O)c(N)c(C)c1Cl	7%	-4%	?
CCN(CC(=O)Nc1c(F)cccc1F)C(=O)CC1CCCCC1	1%	-4%	4%
CCCCOc1ccc(C(=O)NCCOc2cccc(OC)c2)cc1	nt	-11%	-22%
COc1cc(S(=O)(=O)NCc2ccncc2)c(OC)cc1Br	4%	-3%	13µM*
Cc1ccccc1C(=O)N/N=C/c1ccncc1	0%	-12%	-1%
Cc1cccc(Cn2nnc3c(=O)[nH]c(C4CCN(C(=O)c5ccccc5F)CC4)nc32)c1	9%	-4%	?
COc1cc(C(=O)NCC(c2ccco2)S(=O)(=O)c2ccccc2)cc(OC)c1OC (stereo unspecified)	0%	-7%	?
O=S(=O)(NCCO)c1cccc2cccnc12	-3%	-7%	1%
N/C(=N\c1nc2c(c(=O)[nH]1)CCC2)Nc1cccc(Cl)c1	-3%	1%	26µM*
CC[C@H](C)[C@H](NC(=O)[C@H](C)NC(=O)CNC(=O)[C@H](CCCCN)NC(=O)[C@H](CC(N)=O)NC(=O)[C@H](CO)NC(=O)CN)C(=O)N[C@H](C(=O)NCC(=O)N[C@@H](CC(C)C)C(=O)N[C@@H](CCSC)C(=O)O)[C@@H](C)CC	8%	8%	nt
O=c1c2sc3ccccc3c2[nH]c(=S)n1CCN1CCOCC1	0%	-19%	5%
CCN(CC)C(=O)CSc1nc(-c2ccc(C)cc2)nc2c1COC(C)(C)C2	4%	0%	1%
CN(CCN1CCOCC1)C(=O)c1cc(COc2ccc(F)c(F)c2)on1	2%	-1%	-17%
Cc1ccc(N=Cc2ccc(O)cc2O)cc1F	2%	1%	21µM*

Three entries already listed, ordered by molecular weight, rising:
smiles	TDP1 inh	GCN5L2 inh	TDP1 cell noCPT
COc1cc(S(=O)(=O)NCc2ccncc2)c(OC)cc1Br	4%	-3%	13µM*
CCn1c(SCC(=O)Nc2nc(-c3ccccc3)cs2)nnc1-c1ccccc1O	9%	-9%	-20%
COc1cc(C(=O)NCC(c2ccco2)S(=O)(=O)c2ccccc2)cc(OC)c1OC (stereo unspecified)	0%	-7%	?

Compound activity (PubChem BioAssay)
